IDH1 R132H inh: inhibitors of human mutant IDH1 R132H; O75874; IDH1-R132H enzyme, NADPH consumption, diaphorase/resazurin fluorescence; Potency, µM (highest dose often 76.6 µM), inactives show top-dose activity change, negative = inhibition, most hits filed as inhibitors; 0.093% of 390,000 active; AID 602179; note: potency is the fitted concentration of half-maximal effect; % is set by controls: 0 for no effect and ±100 for the full control effect; nearly all actives have a fitted effect of over 65% in size
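IDH1-R132H (0.5 ug/mL dispensed) in pH 7.5 Tris buffer was preincubated 30 min with compound, then given a substrate mix of 0.016 mM NADPH and 2 mM alpha-KG for 80 min at room temperature; remaining NADPH was read by diaphorase/resazurin fluorescence.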
TrxR1 substrate: is turned over as a substrate by rat TrxR1; 0.01% of 390,000 active; O89049; Potency, µM (top dose mostly 114 µM), for the others: top-dose activity change, negative = substrate turnover; purified TrxR1 substrate turnover, NADPH consumption readout; note: potency is the fitted concentration of half-maximal effect; % is set by controls: 0 for no effect and ±100 for the full control effect; nearly all actives have a fitted effect of over 50% in size
Target sequence (O89049 whole entry, looked up): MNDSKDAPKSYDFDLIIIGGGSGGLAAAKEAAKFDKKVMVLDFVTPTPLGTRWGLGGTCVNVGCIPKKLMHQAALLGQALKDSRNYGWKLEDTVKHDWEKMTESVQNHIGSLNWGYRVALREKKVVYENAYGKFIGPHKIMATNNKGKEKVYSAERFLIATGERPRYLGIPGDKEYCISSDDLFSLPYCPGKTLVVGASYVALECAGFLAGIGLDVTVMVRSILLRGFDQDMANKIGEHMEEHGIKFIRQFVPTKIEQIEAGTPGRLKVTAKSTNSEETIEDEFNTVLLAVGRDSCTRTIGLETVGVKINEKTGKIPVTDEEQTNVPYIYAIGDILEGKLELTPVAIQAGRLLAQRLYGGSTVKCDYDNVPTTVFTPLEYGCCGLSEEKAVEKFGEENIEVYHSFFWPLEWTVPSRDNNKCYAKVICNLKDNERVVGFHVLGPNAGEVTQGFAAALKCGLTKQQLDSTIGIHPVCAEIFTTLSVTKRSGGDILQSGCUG
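Rat TrxR1, dispensed at 90 nM, was prereduced with 400 uM NADPH (final) for 5 min at ~22 deg C, then incubated with compound 15 min before 400 uM selenite. A first-read NADPH fluorescence drop versus no-compound background flagged substrates.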
TRHR enhancer: TRH receptor (human) allosteric enhancement. P34981. 0.66% of 360,000 active. enhancement, % at 2 µM. TRHR cells, fluo-8 calcium fluorescence, EC20 TRH enhancement; in the data active = enhancement above about 30%; note: 0% is about no effect
Target sequence (P34981 whole entry, looked up): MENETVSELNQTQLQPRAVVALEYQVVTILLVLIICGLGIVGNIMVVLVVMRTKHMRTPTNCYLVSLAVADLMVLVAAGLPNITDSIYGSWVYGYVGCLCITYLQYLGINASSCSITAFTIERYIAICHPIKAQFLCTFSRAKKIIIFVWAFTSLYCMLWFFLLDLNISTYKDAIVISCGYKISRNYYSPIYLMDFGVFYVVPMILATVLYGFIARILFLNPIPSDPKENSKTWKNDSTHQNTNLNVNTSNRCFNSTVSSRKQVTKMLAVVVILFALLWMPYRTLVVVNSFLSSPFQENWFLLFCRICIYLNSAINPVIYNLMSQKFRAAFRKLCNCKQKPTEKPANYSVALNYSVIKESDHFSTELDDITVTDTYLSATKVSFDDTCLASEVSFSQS
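TRHR-expressing cells loaded with fluo-8 calcium dye were read kinetically (ex 480/em 530) during compound addition, then stimulated with an EC20 of TRH (10 nM final). Enhancement of the Gq-mediated intracellular calcium response was scored.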
TrxR1 inh: inhibitors of rat thioredoxin reductase 1; recombinant rTrxR1, NADPH fluorescence consumption, selenite substrate; Potency, µM (titrated, usually from 114 µM), inactives show top-dose activity change, negative = inhibition, actives largely listed as inhibitors; 1% of 390,000 active; AID 588453; note: potency is the fitted concentration of half-maximal effect; % is set by controls: 0 for no effect and ±100 for the full control effect; nearly all actives have a fitted effect of over 65% in size
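Rat TrxR1 (90 nM in the dispensed reagent) was pre-reduced with 400 uM NADPH for 5 min at room temperature, then incubated with compound for 15 min. After 400 uM selenite was added, NADPH fluorescence (Ex 340/Em 450 nm) was followed for 8 min.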
D2 agonist: agonists of human D2 dopamine receptor; HEK293 T-REx D2 cells, calcium flux agonist mode; 0.53% of 340,000 active; AID 485358; P14416; activation, % at 2 µM;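 active = activation over 3 SD above normal in the single-dose calcium agonist read, cut at about 30% in these data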; note: 0% is about no effect
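Tetracycline-induced HEK293 T-REx cells with force-coupled D2 receptor, plated overnight at 30 C, loaded with no-wash calcium dye. After a 10 s baseline, compound was pin-added and calcium flux read kinetically for 180 s; calcium rises flagged agonists.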
D2 antag: D2 dopamine receptor (human) antagonism. 2% of 340,000 active. HEK293 TREx D2 cells, calcium flux, dopamine EC80. inhibition, % at 10 µM. AID 485344; in the data active = inhibition above about 30%; note: 0% is about no effect
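Antagonism is scored as inhibition of an EC80 dopamine-evoked calcium signal in a force-coupled, tetracycline-inducible HEK293 T-REx D2 line, with compound present 180 s before agonist.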
USP1-UAF1 inh: blocks the human USP1/UAF1 deubiquitinase complex; Potency, µM (top dose mostly 57.1 µM), without a hit: at the top dose activity change, negative = inhibition, actives largely listed as inhibitors; recombinant USP1/UAF1, Ub-Rhodamine cleavage fluorescence; AID 743255; 0.23% of 390,000 active; O94782; note: potency is the fitted concentration of half-maximal effect; % is set by controls: 0 for no effect and ±100 for the full control effect; nearly all actives have a fitted effect of over 60% in size; inactives centre near -12
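Step one: compound is pinned into 1nM USP1/UAF1 in HEPES pH 7.8 buffer with TCEP. Step two: 15 min room-temperature incubation. Step three: Ub-Rho (150nM final) starts cleavage, tracked by fluorescence over six one-minute reads.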
PI4K2A block: PI4K2A (human) kinase inhibition; 0.13% of 420,000 active; purified PI4K2A, ADP-Glo luminescence, 1 h; stronger effect = lower value; Q9BTU6; activity change, negative = inhibition, % at 76.9 µM; AID 1346378; in the data active = activity change below about -50%; inconclusive = mostly about -30% to -49%;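 note: -100% = wells without enzyme as full effect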
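Compounds are screened against recombinant PI4K2A using PI as substrate and ATP, the latter dispensed at 300 microM. Reactions run one hour at ambient temperature before ADP-Glo detection; full inhibition defined by wells lacking enzyme.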
TRHR ag: activates the human TRH receptor; P34981; TRHR cells, calcium flux fluo-8, FDSS agonist mode; activation, % at 2 µM; 0.18% of 360,000 active; AID 493084; in the data active = activation above about 30%; note: 0% is about no effect
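Agonist-mode FDSS calcium read (Ex 480/Em 530, 1 s cycles) in 1536-well TRHR cells with fluo-8 dye, after 10-cycle baseline and 23 nL compound addition; TRH at EC20 (10 nM final) added afterwards for the enhancer phase.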
* marks the source's active call; other numbers are inactive results; ? = inconclusive; . = not tested or not shown; & = joins results of further samples; [ ] = dose if it differs, or a comment. Unless noted, calls come from the whole dose curve; as a rule, active = well fitted inhibition curve with a large enough effect; inconclusive = small, poorly fitted or top-dose-only effect; inactive = no such curve, though single readings can be large or run the other way. Random draw from the library; about 3.9% have a hit in one of these screens.

SMILES | IDH1 R132H inh | TrxR1 substrate | TRHR enhancer | TrxR1 inh | D2 agonist | D2 antag | USP1-UAF1 inh | PI4K2A block | TRHR ag
COc1ccc(C(=O)NC(c2ccccc2Cl)c2cc(Cl)c3cccnc3c2O)cc1 (stereo not given) | -8.5% | 1.2% | -0.8 | 22.3% | -0.8 | . | -14.9% | 3.4 | 5.6
CCCOc1ccc(C2C(=O)N(C3CCC(C)CC3)CC(=O)N2Cc2cccc(OC)c2)cc1OC (stereo not given) | 7.2% | -1.1%[57.1 µM] | -7.3 | -3.3%[57.1 µM] | . | . | 6.2% | -6.8 | -0.1
CCN(C(C)=O)N(CC)c1nc(Cl)nc(NC(C)C)n1 | 8.2% | 0.5% | -0.2 | 9.6% | -0.2 | 5.8 | -11.1% | 3.6 | -0.2
Cc1cc(C)c(NC(=O)Cn2c([N+](=O)[O-])cnc2C)c(C)c1 | 13.9% | -2.9% | 6.6 | 4.9% | -2.3 | 21.1 | -12.4% | 9.4 | -0.5
c1ccc2nc(NN=C3CCCCC3)ccc2c1 | 3.7% | -3.0%[11.4 µM] | . | -19.8%[11.4 µM] | . | . | -11.8% | 0.0 | .
COCCn1c(SCC(=O)Nc2cc(C)cc(C)c2)nc2ccccc2c1=O | 4.1% | -2.7% | -1.6 | 13.5% | 0.4 | 5.1 | -2.6% | -4.0 | -0.8
Cc1noc(NS(=O)(=O)c2ccc(NC(=O)c3oc4ccc(F)cc4c3C)cc2)c1C | -5.9% | -1.5% | 3.8 | 11.9% | -0.4 | 1.9 | -14.9% | 2.2 | 0.1
CCN1CCN(c2ccc(NC(=O)c3ccc([N+](=O)[O-])o3)cc2Cl)CC1 | 17.2% | 3.5%[57.1 µM] | -2.6 | -1.1%[57.1 µM] | 0.5 | -15.5 | -5.7% | -3.9 | -0.1
COc1ccc(C)cc1NC(=O)COC(=O)c1ccc2ccccc2n1 | 4.9% | 1.7% | 14.4 | 15.1% | -1.0 | -13.0 | -11.5% | 2.6 | -0.9
CCCN(Cc1ccccc1)C(=S)Nc1cccc(C(F)(F)F)c1 | 14.2% | -2.9% | -2.5 | 12.8% | -1.3 | 5.2 | -21.1% | 0.5 | 0.3
CC(c1ccccc1)N(NC(=O)C(O)(c1ccccc1)c1ccccc1)C(=O)c1ccccc1 (stereo not given) | 0.9% | -3.5% | -2.7 | 11.9% | 0.5 | -8.9 | -10.6% | 2.3 | 0.6
CC(C)c1nnc(SCC(=O)Nc2ccc3c(c2)OCO3)n1C | -1.3% | 1.2% | 3.2 | 1.8% | -0.2 | -8.2 | -17.6% | -2.9 | 0.1
COc1ccc(-c2noc(N3CCN(c4cccc(C)c4C)CC3)n2)cc1OC | 1.7% | -1.6% | -6.3 | 17.5% | 0.1 | . | -23.8% | -4.4 | 0.0
CCCNC(=O)NCCC12CC3CC(CC(C3)C1)C2 | 9.5% | 5.7%[57.1 µM] | 4.4 | 7.6%[57.1 µM] | 4.2 | 3.1 | -7.8% | 1.6 | -0.7
CN(CC(=O)NCc1ccccc1Cl)CC(=O)Nc1ccccc1Br | -3.5% | -0.3% | 1.9 | ? | -0.2 | 16.0 | -13.0% | 0.0 | -0.6
O=C(CSc1nnnn1-c1ccc2c(c1)CCC2)NCc1cccs1 | -0.5% | 10.6% | -2.3 | 16.0% | -0.2 | 21.9 | ? | -5.5 | -1.0
O=C(Nc1ccc(Cl)cc1)N1CCC(c2nc(-c3cccs3)no2)CC1 | 3.6% | 1.5% | -13.8 | 7.9% | 0.4 | 10.7 | -16.7% | 2.1 | 0.0
COc1cnn(-c2cccc(C(F)(F)F)c2)c(=O)c1Cl | -1.3% | 4.4% | . | 9.6%[57.1 µM] | . | . | -15.5% | 2.9 | .
C#CC(CC)(CC)NC(=O)c1ccc(Br)s1 | -7.8% | -1.1% | 5.1 | 6.3% | -0.2 | -10.5 | -25.7% | -1.9 | -2.0
O=C(Cc1ccccc1)Nc1nccs1 | -2.9% | 0.8% | 4.0 | 31.1% | -1.2 | -3.0 | -18.3% | 1.6 | 0.0
Cc1csc(Nc2ccccc2)n1 | -4.0% | 4.2%[57.1 µM] | -2.0 | 24.3%[57.1 µM] | -0.8 | -21.9 | 4.2% | -0.5 | -0.4
O=C(CCCN1C(=O)/C(=C\c2cccs2)SC1=S)Nc1ccc(O)cc1C(=O)O | -13.8% | -1.0% | 4.4 | 15.3% | 0.8 | 24.6 | -23.3% | -3.1 | -0.2
COC(=O)CSc1nnc(CNc2ccc(Cl)cc2)n1-c1ccccc1 | 6.2% | 8.9%[57.1 µM] | -8.4 | 20.4%[57.1 µM] | 0.0 | 4.5 | -8.8% | -2.0 | 2.2
COc1ccccc1CNC(=O)COC(=O)CSc1ccc(Cl)cc1 | 5.6% | -6.3% | -4.1 | 8.2% | 1.9 | -5.7 | -4.6% | -0.4 | -0.1
Nc1nnc(SCC(=O)NNC(=O)c2ccc([N+](=O)[O-])cc2)s1 | 10.9% | -0.5% | 12.7 | 6.0% | 0.2 | -34.0 | -11.6% | -1.3 | 0.8
CCOC(=O)C1=CN(Cc2cccc(F)c2)S(=O)(=O)NC1c1cccc(OC)c1 (stereo not given) | -0.2% | -7.7% | . | 19.5% | . | . | -7.1% | 2.8 | .
Cc1ccc(NC(=O)CN2C(=O)NC3(CCCc4ccccc43)C2=O)c(C)c1 (stereo not given) | 0.1% | 3.5% | 1.1 | 16.1% | 0.5 | 8.2 | -18.7% | -2.8 | 0.1
CCS(=O)(=O)c1ccc2oc(SCC(=O)NCCc3ccc(F)cc3)nc2c1 | 2.8% | 13.6%[57.1 µM] | 0.8 | 30.7%[57.1 µM] | 0.9 | -1.6 | -2.9% | 0.3 | 0.0
N#C/C(=C\c1cccc(OC(=O)c2cccs2)c1)C(N)=O | -15.9% | -6.2% | 3.3 | ? | 0.1 | -13.7 | -20.7% | 34.1 | 0.2
Cc1cccc(OCCCn2c(CO)nc3ccccc32)c1 | 34.3%[activator] | 3.9% | -6.2 | 31.3% | 0.4 | -2.8 | -22.2% | 1.9 | -0.1
CN(C)CCOC(=O)C1(c2ccccc2)CCOCC1 | -0.3%&9.8% | 8.6%&9.4%[57.1 µM] | 0.9&1.5 | 13.8%&2.1%[57.1 µM] | 0.5&0.4 | 3.3&-6.2 | -11.1%&-8.9% | -2.1&1.1 | 0.2&0.3
Cc1ccc(NC(=O)C(Cc2ccccc2)NC(=O)OCc2ccccc2)cc1C (stereo not given) | 2.4% | -5.2% | -2.6 | 6.0% | -0.9 | 17.8 | -6.0% | 0.7 | 0.1
COC(=O)c1ccc(CSc2nc3c([nH]c4ccccc43)c(=O)n2-c2cccc(Cl)c2)o1 | 0.9% | 8.8%[57.1 µM] | 0.4 | 25.6%[57.1 µM] | 1.1 | . | -18.7% | -2.2 | 0.0
CN1CCN(c2ccc(NC(=O)N3CCc4ccccc43)cc2)CC1 | -20.3% | -1.0% | -4.1 | 15.6% | -0.2 | 17.7 | -14.3% | 1.6 | 0.5
CCOC(=O)c1cc(C)[nH]c1C | -4.0% | 3.7%[57.1 µM] | 17.2 | 17.5%[57.1 µM] | 0.1 | -8.5 | -4.4% | 0.7 | 1.0
CCCN1C(=O)C(O)(CC(=O)c2cccc(OC)c2)c2ccccc21 (stereo not given) | 5.5% | -5.6% | -5.7 | -5.1% | -0.5 | 2.7 | -15.6% | 3.7 | -0.2
O=C(CSc1nnc(-c2cccnc2)n1-c1ccccc1)NCc1ccc2c(c1)OCO2 | 11.7% | -3.1% | -5.4 | -4.2% | 0.0 | -10.1 | -4.2% | 3.5 | -0.1
COC(=O)CSc1ccnc2cc(Cl)ccc12 | 0.2% | 8.2%[57.1 µM] | 2.5 | 13.2%[57.1 µM] | 0.1 | -6.1 | -5.7% | -3.2 | -1.2
CCCOn1c(-n2nc(C)cc2C)nc2ccccc2c1=O | -0.5% | 0.8% | -6.4 | 14.6% | 1.0 | 1.3 | -13.4% | -0.9 | 0.2
COc1ccc(CC(=O)Nc2ccc3c(C)cc(=O)oc3c2)cc1OC | 18.5% | 45.2% | -1.0 | -8.2%[57.1 µM] | . | . | -11.7% | 0.7 | -0.2

Some entries already given, showing only IDH1 R132H inh and TrxR1 inh.
SMILES | IDH1 R132H inh | TrxR1 inh
CCCOn1c(-n2nc(C)cc2C)nc2ccccc2c1=O | -0.5% | 14.6%
CCOC(=O)C1=CN(Cc2cccc(F)c2)S(=O)(=O)NC1c1cccc(OC)c1 (stereo not given) | -0.2% | 19.5%

Later entries
SMILES | IDH1 R132H inh | TrxR1 substrate | TRHR enhancer | TrxR1 inh | D2 agonist | D2 antag | USP1-UAF1 inh | PI4K2A block | TRHR ag
COc1cccc(N2CCN(CC(=O)Nc3ccccc3C(=O)NCCc3ccccc3)CC2)c1 | -2.9% | 5.5% | 0.0 | 9.0% | . | . | -20.9% | -1.1 | -0.5
C/C(=N\OC(=O)c1ccc(Cl)cc1)c1sc(-c2ccccc2)nc1C | 6.4% | 17.5% | 4.3 | 4.7% | 3.0 | -1.8 | -18.1% | -2.9 | 0.1
O=C1CN(C(=O)CCN2CCOCC2)C(c2ccccc2)c2cc(Br)ccc2N1 (stereo not given) | -2.2% | -5.5% | 0.7 | -2.3% | -1.2 | 21.1 | -6.3% | -5.6 | 1.2
NC1=NC(c2cn(-c3ccccc3)nc2-c2cccs2)n2c(nc3ccccc32)N1 (stereo not given) | -6.5% | 9.2% | -4.2 | 20.0% | -0.4 | 29.6 | -23.3% | -10.0 | -0.4
Nc1nc(SCC(=O)N2CCCC2)[nH]c(=O)c1NC(=O)c1ccco1 | 0.6% | -0.1%[57.1 µM] | 4.4 | 6.6%[57.1 µM] | -0.2 | -3.7 | -5.9% | -1.0 | 0.6
